High-throughput results: PubChem BioAssay, Sanford-Burnham Center for Chemical Genomics
MIN6 prolif: MIN6 beta-cell proliferation induction. MIN6 cells proliferation, ATPlite luminescence, 48 h; cells starved in 0.2% serum; 100% = growth in 10% serum. proliferation, % at 10 µM. 330,000 tested, 0.29% active;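 active means compounds whose signal lies at least 3.5 SD above the mean of all wells on their plate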;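 further: 0% = DMSO-treated cells in low-serum medium and 100% = 10% serum control; some compounds called inactive have numbers as strong as hits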
A3A deaminase: human APOBEC3A DNA deaminase inhibition; P31941; recombinant A3A, FAM/TAMRA ssDNA deamination fluorescence; inhibition, % at 20 µM; 330,000 tested, 0.41% active;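 active means at least 40% inhibition at 20 µM here, with at most 30% in a related deaminase screen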;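 further: plate controls were A3A with DMSO for no effect and wells lacking A3A enzyme for full effect; some results filed as inactive read as strong as hits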
Target sequence (P31941 whole entry, looked up): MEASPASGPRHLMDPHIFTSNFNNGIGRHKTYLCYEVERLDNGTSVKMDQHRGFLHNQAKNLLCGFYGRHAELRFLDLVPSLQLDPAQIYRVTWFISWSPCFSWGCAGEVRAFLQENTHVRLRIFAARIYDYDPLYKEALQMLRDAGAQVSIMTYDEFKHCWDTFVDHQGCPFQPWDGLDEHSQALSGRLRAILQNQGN
A3G deaminase: APOBEC3G (human) deaminase inhibition. Q9HC16. recombinant A3G, ssDNA deamination FAM/TAMRA fluorescence. inhibition, % at 20 µM. 330,000 tested, 0.28% active;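 active means inhibition of at least 40% at 20 µM, with no more than 30% in the related APOBEC3A deaminase screen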;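 further: plate controls were DMSO wells with A3G for no effect and wells lacking A3G enzyme for full effect; some compounds called inactive have numbers as strong as hits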
Target sequence (Q9HC16 whole entry, looked up): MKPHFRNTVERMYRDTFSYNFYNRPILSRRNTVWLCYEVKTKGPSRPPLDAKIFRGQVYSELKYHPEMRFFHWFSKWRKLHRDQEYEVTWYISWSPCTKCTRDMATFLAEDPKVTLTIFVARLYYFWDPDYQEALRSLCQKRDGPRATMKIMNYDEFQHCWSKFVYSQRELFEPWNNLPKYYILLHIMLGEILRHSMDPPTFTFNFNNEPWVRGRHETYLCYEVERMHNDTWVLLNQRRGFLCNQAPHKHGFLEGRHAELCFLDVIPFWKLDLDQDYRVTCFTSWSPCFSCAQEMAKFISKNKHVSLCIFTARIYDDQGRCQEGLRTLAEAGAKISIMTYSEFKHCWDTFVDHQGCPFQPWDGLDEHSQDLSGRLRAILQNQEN
NALP3 yeast inh: blocks the NALP3 inflammasome reconstituted in yeast. Yeast reconstituted NLRP3/ASC/caspase-1, beta-gal luminescence, 24 h. inhibition, % at 10 µM. 330,000 tested, 0.39% active. AID 2825;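 active means inhibition of 50% or more; inactive means inhibition below 50%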;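 further: plate controls were induced DMSO wells for no effect and uninduced yeast grown without galactose for full effect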
tim10-1 inh: inhibits growth of tim10-1 mutant yeast; S. cerevisiae tim10-1 ts strain growth, BacTiter-Glo, 24 h; inhibition, % at 20 µM; AID 463190; 330,000 tested, 2.2% active;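 active means inhibition of at least 40%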;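 further: mutant grown at 25 °C; 0% = DMSO wells with yeast and 100% = wells holding no yeast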
mIAP activ: increases mouse intestinal alkaline phosphatase activity; muIAP, CDP-Star luminescence, 30 min; hits give high values; 1 = vehicle-only enzyme signal, 0 = enzyme-free wells; activation factor at 10 µM; 330,000 tested, 0.24% active;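 active means activation factor of at least 2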; further: the source names both 10 and 20 µM as test concentration; values of inactives mirror those of a sister screen read the other way
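Assay system: mouse IAP enzyme; Reagent: CDP-Star chemiluminescent phosphatase substrate; Compound: DMSO-dissolved test compounds; Incubation: 30 min, room temperature; Technique: luminescence from enzymatic CDP-Star hydrolysis; Controls: DMSO-only wells and no-enzyme negative control.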
TIM10 inh: growth inhibitors of TIM10 yeast strain; AID 463195; inhibition, % at 10 µM; 330,000 tested, 1.4% active; S. cerevisiae TIM10 strain growth, BacTiter-Glo luminescence, 24 h;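 active means inhibition of 40% or more at the single tested concentration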;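 further: wild-type TIM10 isogenic control strain grown at permissive 25 °C; 0% = DMSO yeast wells and 100% = minimal medium wells without yeast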
hIAP block: human IAP inhibition; P09923; purified IAP, CDP-Star luminescence, 30 min; inhibition, % at 10 µM; 330,000 tested, 0.12% active; AID 2544;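 active means inhibition reaching a set limit with compound at 10 µM in the primary screen, cut at about 35% in these data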;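 further: plate controls were DMSO wells with enzyme for no effect and no-enzyme buffer wells for full effect; values of inactives mirror those of a sister screen read the other way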
Target sequence (P09923 whole entry, looked up): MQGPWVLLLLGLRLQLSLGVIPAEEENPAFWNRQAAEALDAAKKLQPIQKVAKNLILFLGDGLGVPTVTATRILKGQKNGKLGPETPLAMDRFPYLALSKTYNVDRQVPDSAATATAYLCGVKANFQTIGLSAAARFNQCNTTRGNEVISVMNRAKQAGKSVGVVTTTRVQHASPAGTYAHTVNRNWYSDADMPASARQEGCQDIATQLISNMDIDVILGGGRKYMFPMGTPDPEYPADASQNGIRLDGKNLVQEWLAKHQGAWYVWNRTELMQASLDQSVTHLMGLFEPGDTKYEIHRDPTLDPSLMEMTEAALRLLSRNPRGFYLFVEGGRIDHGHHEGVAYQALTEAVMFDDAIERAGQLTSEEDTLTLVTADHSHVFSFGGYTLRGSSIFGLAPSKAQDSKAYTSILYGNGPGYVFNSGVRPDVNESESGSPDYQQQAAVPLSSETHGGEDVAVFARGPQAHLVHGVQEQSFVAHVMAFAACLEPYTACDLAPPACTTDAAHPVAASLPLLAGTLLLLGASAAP
mIAP inh: mouse IAP inhibition; purified mouse IAP, CDP-Star luminescence, 30 min; inhibition, % at 10 µM; 330,000 tested, 0.2% active;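 active means inhibition of at least 40% at 10 µM in the primary screen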;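 further: plate controls were DMSO with enzyme for no effect and no enzyme wells for full effect; values of inactives mirror those of a sister screen read the other way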
* marks the source's active call; other numbers are inactive results.

[1] FC(F)Sc1ccc(NC(=S)NCC2CCCCC2)cc1
[2] Cc1ccc(CN(C(=O)CNC(=O)c2cccs2)C(C(=O)NCC2CCCO2)c2ccccc2)cc1 (stereo not drawn)
[3] CCOc1ccc(NC(=O)CSC(N)=O)cc1
[4] CCOC(=O)c1cc(NC(=O)c2cccs2)ccc1N1CCOCC1
[5] Cc1ccc(C(=O)NC2CCCCCC2)cc1N1CCCC1=O
[6] COC(=O)CSC(C)C(=O)Nc1nnc(C(C)C)s1 (stereo not drawn)
[7] CCOC(=O)C1=C(CNCc2ccccc2Cl)NC(=O)NC1c1ccc2c(c1)OCO2 (stereo not drawn)
[8] Cc1ccc(C(=O)c2cncc(Br)c2)cc1

compound no.	1	2	3	4	5	6	7	8
tim10-1 inh	71*	2	4	-6	11	0	17	4
TIM10 inh	69*	-5	5	-18	6	9	18	-22
A3G deaminase	-9	-7	-2	-7	-3	-9	0	1
NALP3 yeast inh	27	-4	14	1	1	-13	1	-6
mIAP activ	3.3*	1.2	0.92	1.1	0.97	1	1.1	0.98
hIAP block	9	-1	-30	-31	22	-12	-8	-7
MIN6 prolif	-6	-2	-3	-2	-1	1	-2	1
mIAP inh	-228	-15	8	-6	3	-1	-12	2
A3A deaminase	-1	-3	-3	0	-2	0	1	0

[9] COc1ccc(NC(=O)CSc2nnnn2C2CCCCC2)cc1
[10] Cc1cc(C)c(S(=O)(=O)N2CCN(C(=O)c3cc4ccccc4oc3=O)CC2)c(C)c1
[11] Cc1[nH]ncc1-c1nc2ccccc2[nH]1
[12] CCn1c(=O)cc(SCC(=O)N2CCN(c3ccccc3OC)CC2)c2ccccc21
[13] COCCNC(=O)c1cc2c3ccccc3n(C)c2s1
[14] COc1cccc(CN(C)C(=O)c2cc(S(=O)(=O)N3CCCC3)ccc2C)c1OC
[15] O=C(N[C@H]1C/C=C\C[C@@H](CC(=O)N(CCO)Cc2ccccc2)C(=O)N2CCC[C@H]2COC1=O)OCC1c2ccccc2-c2ccccc21
[16] O=C(CCn1ccnc1)Nc1nc2ccccc2[nH]1

compound no.	9	10	11	12	13	14	15	16
tim10-1 inh	16	1	-23	17	10	14	27	12
TIM10 inh	-16	10	7	15	-14	15	-1	-7
A3G deaminase	-7	0	-10	-4	-1	4	-8	-5
NALP3 yeast inh	23	19	11	-7	-7	28	-2	-1
mIAP activ	1	0.99	0.97	0.95	0.94	1	1	0.96
hIAP block	-19	-18	-5	14	10	-2	-1	-47
MIN6 prolif	-3	-1	-4	-2	2	3	-5	-1
mIAP inh	-4	1	3	5	6	-3	-3	4
A3A deaminase	-2	1	-2	1	-1	5	-3	-1

[17] COc1ccc(N2CCN(C(=O)CN3C(=O)NC4(CCCCC4C)C3=O)CC2)cc1 (stereo not drawn)
[18] CCOC(=O)C1(CCOC)CCN(Cc2cc3ccccc3s2)CC1
[19] Cn1cc(CNCc2cn[nH]c2-c2ccc(F)cc2)c(-c2ccc3c(c2)OCCO3)n1
[20] CC(C)Cc1ccc(C(=O)NCCOc2ccccc2)o1
[21] O=C(CNC(=O)c1ccco1)OCC(=O)c1ccccc1
[22] Cc1ccc(/C=C2\SC(=S)N(CCCC(=O)Nc3cccc(C(=O)O)c3)C2=O)cc1
[23] COc1ccc(NC(=O)CSc2nc3ccccc3c(=O)n2Cc2cccs2)c(OC)c1
[24] COc1cccc(-n2ccn(CC(=O)NCCc3ccccc3)c(=O)c2=O)c1

compound no.	17	18	19	20	21	22	23	24
tim10-1 inh	19	4	6	-30	13	19	13	0
TIM10 inh	12	2	4	-3	-16	3	3	-5
A3G deaminase	-7	0	-7	-11	-4	-3	-2	-5
NALP3 yeast inh	13	16	-12	22	-4	4	1	-10
mIAP activ	1	0.94	0.97	0.98	1	0.98	0.93	1
hIAP block	11	-14	-31	12	-11	7	3	-6
MIN6 prolif	5	-3	0	-3	1	-5	0	1
mIAP inh	-3	6	3	2	-3	2	7	-1
A3A deaminase	-1	-1	-1	-2	-1	0	-6	-1

[25] Cc1nn(CC(O)Cn2c3c(c4ccccc42)CCN(C)C3=O)c(C)c1Br (stereo not drawn)
[26] CCOCCCNC(=O)C1CCC(CNS(=O)(=O)c2ccc(OC)cc2)CC1 (stereo not drawn)
[27] COCCn1c(SCC(=O)NCc2ccc(OC)c(OC)c2)nc2ccccc21
[28] CCc1ccccc1NC(=O)C/C(C)=N/NC(=O)COc1ccccc1C
[29] COc1cccc(C(=O)C2CCCN(Cc3cn[nH]c3C3CCCCC3)C2)c1 (stereo not drawn)
[30] C[C@@]12CC(=O)NC1N(C(=O)c1cccc(C(F)(F)F)c1)C(c1ccccc1OC(=O)c1cccc(C(F)(F)F)c1)C2 (stereo partly drawn)
[31] CC1(C)N=C(N)N=C(N)N1c1ccccc1
[32] O=C(Cc1ccc([N+](=O)[O-])cc1)Nc1nccs1

compound no.	25	26	27	28	29	30	31	32
tim10-1 inh	33	11	10	-10	13	28	3	17
TIM10 inh	25	-9	-11	16	-18	-1	4	13
A3G deaminase	-4	-9	-10	-9	-2	0	-8	-8
NALP3 yeast inh	16	6	5	3	13	14	18	-14
mIAP activ	0.95	1	0.95	0.96	0.95	0.95	1.1	0.91
hIAP block	-5	-17	-2	10	13	-9	2	-53
MIN6 prolif	5	-2	-2	0	0	-2	0	0
mIAP inh	5	0	5	4	5	4	-5	9
A3A deaminase	1	0	13	-2	1	3	-6	-4

[33] Cc1ccc(NC(=S)N/N=C/c2ccc(Cl)c([N+](=O)[O-])c2)cc1
[34] Cc1cc([N+](=O)[O-])ccc1NC(=O)c1sc2ncn(CC(=O)N3CCOCC3)c(=O)c2c1C
[35] CCC(c1nnnn1C1CCCC1)N1CCN(c2ccccc2)CC1 (stereo not drawn)
[36] CCOC(=O)c1c(NC(=O)CSc2c[nH]c3ccccc23)sc2c1CCC2
[37] COc1cc(N)c(Cl)cc1C(=O)OCC(=O)N1CCc2ccccc21
[38] COc1cccc(C(C(=O)NC2CCCC2)N(C(=O)c2ccco2)c2cccc(C(C)=O)c2)c1OC (stereo not drawn)
[39] CCCCCNC(=O)c1ccc(NS(=O)(=O)c2ccc3[nH]c(=O)[nH]c3c2)cc1
[40] Cc1ccc(C)c(SCC(=O)Nc2cccc(S(=O)(=O)N3CCOCC3)c2)c1

compound no.	33	34	35	36	37	38	39	40
tim10-1 inh	14	-2	6	17	1	15	3	11
TIM10 inh	-27	0	6	29	5	12	5	-3
A3G deaminase	-3	-1	-4	-5	-2	-3	-1	-6
NALP3 yeast inh	3	12	18	-4	11	9	18	3
mIAP activ	0.98	0.95	0.98	1.2	0.97	1	0.94	1.2
hIAP block	9	-19	6	12	-2	-6	-4	3
MIN6 prolif	-2	0	0	-7	1	-2	-7	-1
mIAP inh	2	5	2	-19	3	-5	6	-17
A3A deaminase	-3	-6	-3	1	5	0	-1	0

Another view of some results above.
Results follow in this order: tim10-1 inh, TIM10 inh, A3G deaminase, NALP3 yeast inh, mIAP activ, hIAP block, MIN6 prolif, mIAP inh, A3A deaminase
(34) Cc1cc([N+](=O)[O-])ccc1NC(=O)c1sc2ncn(CC(=O)N3CCOCC3)c(=O)c2c1C
 : -2, 0, -1, 12, 0.95, -19, 0, 5, -6
(35) CCC(c1nnnn1C1CCCC1)N1CCN(c2ccccc2)CC1 (stereo not drawn)
 : 6, 6, -4, 18, 0.98, 6, 0, 2, -3
(36) CCOC(=O)c1c(NC(=O)CSc2c[nH]c3ccccc23)sc2c1CCC2
 : 17, 29, -5, -4, 1.2, 12, -7, -19, 1
(37) COc1cc(N)c(Cl)cc1C(=O)OCC(=O)N1CCc2ccccc21
 : 1, 5, -2, 11, 0.97, -2, 1, 3, 5
(38) COc1cccc(C(C(=O)NC2CCCC2)N(C(=O)c2ccco2)c2cccc(C(C)=O)c2)c1OC (stereo not drawn)
 : 15, 12, -3, 9, 1, -6, -2, -5, 0
(39) CCCCCNC(=O)c1ccc(NS(=O)(=O)c2ccc3[nH]c(=O)[nH]c3c2)cc1
 : 3, 5, -1, 18, 0.94, -4, -7, 6, -1
(40) Cc1ccc(C)c(SCC(=O)Nc2cccc(S(=O)(=O)N3CCOCC3)c2)c1
 : 11, -3, -6, 3, 1.2, 3, -1, -17, 0

(further entries)
[41] O=C(Nc1ccc(Oc2cccc(C(F)(F)F)c2)nc1)c1ccco1
[42] Cc1nn2c3ccccc3nc2c2ccccc12
[43] CC(c1ccccc1)N1CCC(CNC(=S)Nc2cccc(Cl)c2)C1 (stereo not drawn)
[44] CC1CCCN(C(=O)COC(=O)c2ccc3[nH]c4c(c3c2)CCCC4)C1 (stereo not drawn)
[45] Cc1c(C#N)c(N=CN(C)C)c(C(=O)c2ccc(Br)cc2)n1-c1ccc(Cl)cc1
[46] O=c1[nH]c(Nc2ccccn2)cc2ccccc12
[47] O=C1c2ccccc2C(=O)N1CCCc1nc(-c2cccnc2)no1
[48] COc1cc2c(cc1OC)CN(C(=O)CCc1c[nH]c3ccccc13)[C@H](C(=O)O)C2

compound no.	41	42	43	44	45	46	47	48
tim10-1 inh	-14	51*	10	35	29	-59	9	-9
TIM10 inh	16	18	18	22	28	10	5	18
A3G deaminase	-3	0	2	-5	4	-12	-1	-8
NALP3 yeast inh	29	-11	17	-5	-6	11	-10	-3
mIAP activ	1.1	0.95	1.9	1.1	0.92	1	0.99	0.94
hIAP block	4	17	-10	-10	5	8	0	1
MIN6 prolif	-2	-1	-6	1	-4	2	-1	-1
mIAP inh	-11	5	-86	-10	8	-1	1	6
A3A deaminase	2	1	0	2	8	-5	1	-5

[49] O=C(C(O)c1ccccc1)N1N=C(c2ccccc2)CC1(O)C(F)(F)F (stereo not drawn)
[50] CC(=O)N1N=C(c2ccc(NS(C)(=O)=O)cc2)CC1c1ccc2nccnc2c1 (stereo not drawn)
[51] O=C(CCCc1ccccc1)Nc1ccccc1[N+](=O)[O-]
[52] CS(=O)(=O)N(Cc1ccccc1)c1ccccc1C(=O)N1CCN(c2ccccc2)CC1
[53] NC(=NCCc1ccccc1)NS(=O)(=O)c1ccccc1F
[54] CCCCc1ccc(Nc2ncccc2C#N)cc1
[55] Cc1ccsc1/C=N/n1c(-c2ccccc2)n[nH]c1=S
[56] Nc1nonc1C(=O)NCCNCc1ccccc1OCc1ccccc1F

compound no.	49	50	51	52	53	54	55	56
tim10-1 inh	13	2	17	24	14	11	26	25
TIM10 inh	14	-8	1	19	-7	-2	30	2
A3G deaminase	-5	-12	-8	-6	-3	-6	32	1
NALP3 yeast inh	7	5	24	12	7	18	20	10
mIAP activ	0.97	1	1	0.96	1	1	0.98	1
hIAP block	11	-15	-1	-7	-2	-3	-12	13
MIN6 prolif	-3	2	-4	0	0	-5	0	-1
mIAP inh	3	-3	-1	4	0	0	2	-2
A3A deaminase	-7	-1	-6	-5	-2	-1	-2	4

[57] NNC(=O)CN1C(c2ccc(Br)cc2)=Nc2ccc(Br)cc2C1c1ccccc1 (stereo not drawn)
[58] CN(CC(=O)NCc1ccccc1)CC(=O)Nc1ccc(Cl)c(C(F)(F)F)c1
[59] CCS(=O)(=O)C1=NSC2=NC(=O)/C(=C\c3ccc(OC(=O)c4ccco4)c(OC)c3)C(=N)N21
[60] COc1ccc(OC)c(NC(=O)c2cccc(NC(=O)c3ccccc3C(=O)O)c2)c1

compound no.	57	58	59	60
tim10-1 inh	32	18	22	8
TIM10 inh	24	12	15	0
A3G deaminase	-8	-3	-1	-6
NALP3 yeast inh	21	-12	4	5
mIAP activ	1	1	0.89	0.93
hIAP block	-16	-4	2	13
MIN6 prolif	0	-6	-1	-4
mIAP inh	-1	-4	11	7
A3A deaminase	-4	-3	3	1
